# Screening results as filed in PubChem.
# GPR55 activation: selective activators of receptor GPR55 – imaging, U2OS cells, beta-arrestin-GFP redistribution, primary screen (AID 1961). hit rate 0.048% among 290,000. one-dose activation, % at 10 µM; EC50 in µM for titrated hits. U2OS GPR55 beta-arrestin-GFP redistribution imaging; higher % means a stronger effect;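 active = activation above 40% with more than 50 cells counted in the well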;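 note: U2OS osteosarcoma cells stably expressing GPR55 and beta-arrestin-GFP; plate controls were DMSO negative control for no effect and LPI positive control for full effect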
# NS5 inhibitors: Dengue-2 NS5 methyltransferase inhibitors, primary screen, biochemical, confirmation dose response (AID 588689) | Dengue-2 NS5 methyltransferase capping enzyme assay, biochemical; higher % means a stronger effect | inhibition, % at 25 µM, or IC50 in µM where a hit was titrated | hit rate 0.3% among 340,000; in the data active = a potency from the dose series
# GPR35 antagonists: GPR35 antagonists blocking zaprinast-driven arrestin recruitment, primary screen, imaging, U2OS, beta-arrestin-GFP, zaprinast agonist (AID 2058) | hit rate 0.052% among 290,000 | U2OS GPR35 beta-arrestin-GFP translocation imaging, zaprinast antagonism; higher % means a stronger effect | one-dose inhibition, % at 10 µM; IC50 in µM for titrated hits;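 active = inhibition of at least 50% with at least 30 cells and total cytoplasm GFP at most 10,000,000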
# KOR beta-arrestin-1: KOR antagonists, beta-arrestin recruitment, cell-based, luminescence, uHTS (AID 1778). hit rate 0.091% among 290,000. KOR beta-arrestin recruitment, luminescence, antagonist mode; higher % means a stronger effect. inhibition, % at 10 µM, or IC50 in µM where a hit was titrated; in the data active = inhibition above about 50%; note: strong numbers were not always called active
# KOR beta-arrestin-2: KOR agonists, beta-arrestin recruitment, primary screen, cell-based, luminescence, uHTS (AID 1777); KOR beta-arrestin recruitment, luminescence; higher % means a stronger effect; activation, % at 10 µM, or EC50 in µM where a hit was titrated; hit rate 0.02% among 280,000; in the data active = activation above about 50%, passing the limit was not always enough; note: a part of the inactive calls stands beside numbers as strong as those of hits
# GPR55 antagonists: GPR55 antagonists blocking LPI-driven arrestin recruitment, primary screen, imaging, U2OS, beta-arrestin-GFP, LPI agonist (AID 2013). U2OS GPR55 beta-arrestin-GFP translocation imaging, LPI antagonism; higher % means a stronger effect. inhibition, % at 10 µM, or IC50 in µM where a hit was titrated. hit rate 0.13% among 290,000;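 active = spots per cell inhibited over 60%, with over 100 cells counted and total cytoplasm intensity under 500,000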;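 note: U2OS cells stably carrying GPR55 and arrestin-GFP stimulated by 5 µM LPI near EC80; imaged beta-arrestin-GFP aggregate spots per cell after agonist stimulation; plate controls were LPI-stimulated DMSO wells for no effect and DMSO wells without LPI for full effect; some results filed as inactive read as strong as hits; confirmed hits need IC50 under 10 µM and bright autofluorescent wells are also inconclusive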
# NOD1 NF-kB reporter: NOD1 signaling inhibitors, primary screen, cell-based, luminescence, uHTS (AID 1578); inhibition, % at 4 µM, or EC50 in µM where a hit was titrated; NOD1-driven NF-kB luciferase reporter cells, luminescence; higher % means a stronger effect; hit rate 1% among 290,000; in the data active = inhibition mostly above about 36%, no sharp cut-off; inactive = mostly below about 34%;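 note: HEK-293T reporter cells stimulated with the NOD1 agonist gamma-tri-DAP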
# West Nile virus CPE: West Nile virus antiviral activity, cell-based, CPE readout (AID 1621) | hit rate 0.02% among 290,000 | one-dose CPE inhibition, % at 10 µM; IC50 in µM for titrated hits | West Nile virus-infected cells, CPE inhibition; higher % means a stronger effect; in the data active = a potency from the dose series; note: strong numbers were not always called active
# HIV fusion peptide: inhibitors of HIV fusion peptide binding, primary screen, biochemical, uHTS, fluorescence dequenching (AID 1986); cell-free peptide binding, fluorescence dequenching, 30 min; higher % means a stronger effect; inhibition, % at 20 µM; hits with a dose series show IC50 in µM; hit rate 0.3% among 290,000; in the data active = inhibition mostly above about 52%, no sharp cut-off; inactive = mostly below about 76%; note: some results filed as inactive read as strong as hits
# NS5 inhibitors pilot replicate: further read-out of NS5 inhibitors, marked with its call; inhibition, %; measured here: pilot screen replicate inhibition
# An asterisk follows results filed as active; . = not tested or not shown; [ ] = remark or other dose. A portion of the library; rates above refer to the full screens.
SMILES,GPR55 activation,NS5 inhibitors,GPR35 antagonists,KOR beta-arrestin-1,KOR beta-arrestin-2,GPR55 antagonists,NOD1 NF-kB reporter,West Nile virus CPE,HIV fusion peptide,others
O=S(=O)(Nc1cccc(-c2cn3cccnc3n2)c1)c1ccc(F)cc1,0.2%,-8%,.,-8%,0.0%,7%,-1%,-0.9%,0.4%,
COc1cc2c(cc1OC)CN(C(=O)/C=C/c1cccs1)CC2,0.2%,-1%,5%,-40%,-2.1%,-20%,0%,0.0%,-1.6%,
CC12CCC(C(=O)N(CSC(=S)N/N=C\c3ccccc3Cl)C1=O)C2(C)C (stereo unspecified),0.0%,-6%,-20%,0%,-5.3%,53%,7%,-0.1%,-0.8%,
COC(=O)C/C=C/[C@@H](C)[C@@H](/C=N/OC[C@@H](C)[C@H](OCc1ccccc1)C(C)C)NS(=O)(=O)c1ccc(C)cc1,0.0%,.,-1%,-3%,3.4%,3%,11%,.,0.1%,
O=C(c1ccc(F)cc1)N1CCN(c2cnn(-c3ccccc3)c(=O)c2Cl)CC1,-0.9%,-4%,7%,-5%,-6.0%,5%,-24%,-0.5%,-0.2%,
COc1cc(C(=O)NCC2(N(C)C)CCCCC2)ccc1OCc1ccccc1,-0.1%,-13%,12%,-47%,4.5%,10%,22%,-0.5%,-1.5%,
Cc1ccc2cc(CN(C(=O)c3ccco3)c3ccccc3C)c(=O)[nH]c2c1,-0.1%,-5%,3%,-27%,5.4%,-9%,-45%,-0.2%,1.1%,
CCOC(=O)C(=O)Nc1cc([N+](=O)[O-])ccc1C,0.1%,2%,-13%,26%,-2.2%,-10%,-8%,0.4%,0.8%,
COc1ccc(/C(C)=N/NC(=O)c2ccccc2OCc2ccccc2)c(OC)c1,0.2%,-3%,-6%,-25%,-0.6%,-11%,-52%,0.3%,-2.7%,
Nc1ccccc1C(=O)NC12CC3CC(CC(C3)C1)C2,0.0%,-5%,-4%,-59%[20 µM],0.8%,-17%,-15%,-0.4%,-0.5%,
O=C(c1cc(COc2cccc(C(F)(F)F)c2)on1)N1CCC(Oc2cccnc2)CC1,0.3%,-5%,22%,-19%,3.5%,4%,-10%,1.1%,-1.1%,
CS(=O)(=O)NCc1nnc(SCc2ccc(C(F)(F)F)cc2)o1,0.7%,-3%,8%,1%,2.8%,-4%,-7%,1.2%,-1.1%,
COc1ccc(C(=O)Oc2ccc(/C=N/O)cc2)cc1,0.1%,-5%,-4%,-16%,6.9%,13%,-3%,-0.4%,-2.3%,
O=C(COC(=O)c1cccc(S(=O)(=O)NCc2ccccc2)c1)c1ccc2c(c1)OCCO2,-0.1%,10%,-14%,17%,-4.1%,14%,9%,0.1%,-1.3%,
COc1ccccc1N1CCN(S(=O)(=O)c2ccc(Cl)s2)CC1,0.2%,-5%,-2%,18%,-3.6%,7%,-4%,0.4%,-1.6%,
O=c1ccn(-c2cccc(C(F)(F)F)c2)nc1-c1ccn(-c2cccc(Cl)c2)n1,-0.1%,-3%,-15%,17%,3.5%,-3%,9%,-0.6%,-0.6%,
CN(c1ccccc1)c1nc(N2CCCC2)nc(-n2ccnc2)n1,-0.3%,-9%,6%,12%,-0.2%,27%,-4%,-0.2%,0.3%,
Cc1cc(=O)n2[nH]c(C)c(-c3ccccc3)c2n1,0.7%,-3%,4%,-22%,2.7%,11%,-4%,.,-2.2%,
Cc1ccccc1-c1ccc(C(=O)Nc2cccc(F)c2)o1,-0.3%,-14%,14%,-59%,2.4%,-1%,-56%,0.1%,4.8%,
Cc1ccccc1Nc1ncnc2c1cnn2C,-0.2%,-4%,6%,-11%,0.1%,-7%,-8%,-0.1%,1.0%,
Cc1cnc(N2C(=O)c3ccc([N+](=O)[O-])cc3C2=O)s1,-0.1%,1%,-8%,3%,-2.9%,6%,-26%,-0.1%,-0.2%,
CCOC(=O)c1c(NC(=O)CSc2nnc(-c3ccccc3)o2)sc(C(C)=O)c1C,0.0%,-11%,-10%,-13%,8.4%,-4%,-67%,0.0%,-3.8%,
CCOc1ccc(NC(=O)c2ccc(NC(=O)C3CCCO3)cc2)cc1 (stereo unspecified),0.0%,2%,19%,-14%,-0.3%,5%,-18%,-0.6%,1.3%,
CCSc1nnc(NC(=O)C(Cc2ccccc2)n2cccc2)s1 (stereo unspecified),0.2%,-2%,-3%,0%,0.4%,7%,18%,0.2%,-1.7%,
CNC(=O)C(C)c1ncc(C(F)(F)F)cc1Cl (stereo unspecified),-0.1%,0%,-4%,-73%[20 µM],0.4%,-1%,4%,0.0%,0.0%,
O=C(C1CCCN(S(=O)(=O)c2cccc3cccnc23)C1)N1CCc2ccccc21 (stereo unspecified),-0.1%,-1%,-13%,-1%,-0.7%,-4%,3%,-0.4%,-2.4%,
O=C(NCCc1ccccc1)/C(=C/c1ccco1)c1ccccc1,-0.4%,-12%,-3%,12%,2.9%,2%,3%,-1.4%,35%,
O=C1CCN(Cc2ccc(Cl)cc2)N1,-0.1%,-4%,-5%,-49%,0.2%,3%,-17%,-0.4%,1.7%,
COc1cc(Cl)c(C)cc1NC(=O)CN(C)Cc1cccc(OC)c1OC,1.5%,-5%,-3%,-8%,16%,-13%,.,-1.8%,-1.4%,
CC(C)N1CCN(Cc2cccc3nonc23)CC1CCO (stereo unspecified),-0.1%,-5%,3%,7%[20 µM],.,0%,-8%,-0.4%,-1.8%,
COc1ccccc1NC(=O)CN1CCN(CC(=O)Nc2ccc(C)c(F)c2)CC1,0.5%,-8%,-6%,12%,9.5%,-16%,0%,-1.4%,0.5%,
COC(=O)c1ccc(C2C3=C(Nc4nnnn42)c2ccccc2OC3)cc1 (stereo unspecified),-0.2%,4%,12%,-19%,-0.7%,-15%,4%,.,-1.7%,
CCCCOc1cccc(OCCCC)c1C(=O)Nc1cc(C)on1,0.2%,1%,-8%,-18%,-4.7%,6%,-31%,0.5%,2.4%,
O=C(NCCc1ccc(Cl)cc1Cl)c1cc([N+](=O)[O-])c[nH]c1=O,-0.2%,7%,0%,-15%,3.3%,8%,40%,-0.1%,20%,
Cc1cc(C)cc(Nc2nc3c([nH]2)c(=O)n(C)c(=O)n3C)c1,0.2%,5%,-2%,-36%,-0.9%,5%,39%,0.4%,-0.2%,
Cc1cc2ncn(C(=O)c3ccc(F)cc3)c2cc1C,-0.3%,-3%,-4%,-44%[20 µM],-3.4%,2%,-16%,-0.1%,-0.6%,NS5 inhibitors pilot replicate=-0.3
CCOC(=O)C1(CCCCCCOc2ccc(Cl)cc2)CO1 (stereo unspecified),-0.5%,.,-3%,13%,-3.6%,-19%,5%,-0.1%,-0.5%,
O=C(CCCn1cncn1)N1CCCC(Nc2ccc(F)cc2)C1 (stereo unspecified),-0.1%,-3%,-11%,-6%,0.1%,-10%,-21%,-0.4%,-1.9%,
CC(=O)N=C1SC2CS(=O)(=O)CC2N1c1c(Cl)cccc1Cl (stereo unspecified),-0.2%,.,8%,13%,-9.1%,-11%,10%,-0.1%,-0.5%,
CCn1c(SCC(=O)N/N=C/c2ccc(C)s2)nc2ccccc21,0.3%,-2%,6%,-43%,-0.3%,-19%,6%,-0.5%,-2.5%,
COC(=O)c1ccc(NC(=O)c2ccc(CN3CCOCC3)cc2)cc1,-0.1%,-8%,-21%,29%,-1.5%,1%,-17%,0.5%,-2.1%,
Cc1ccccc1NC(=O)c1cccc(NC(=O)c2ccco2)c1,-0.1%,.,18%,-28%[20 µM],0.7%,6%,-14%,-0.8%,-0.1%,
Cn1c2c(c(=O)n(C)c1=O)C(c1ccc(F)cc1)C(C#N)=C(N)O2 (stereo unspecified),0.6%,.,17%,-21%,1.1%,-1%,-41%,-0.1%,2.2%,
O=S1(=O)C=C(Oc2ccc3ccccc3c2)c2ccccc21,-0.1%,-8%,28%,9%,-0.8%,-10%,-5%,-0.9%,0.7%,
Cc1cc(C)c(S(=O)(=O)N/N=C/c2ccc3c(c2)OCO3)c(C)c1,0.3%,3%,-7%,28%,0.6%,-10%,5%,-0.3%,-0.3%,
O=[N+]([O-])/C=C/c1cn(Cc2ccccc2)c2ccccc12,0.0%,-7%,-12%,-44%,7.8%,.,33%,-0.2%,1.4%,
O=C1c2ccccc2C(=O)N1CC1CCCO1 (stereo unspecified),-0.3%,-5%,7%,-39%,3.6%,9%,.,-0.1%,2.5%,
Cc1cccc(C(C)C)c1NC(=O)c1cccnc1,0.0%,-5%,-5%,7%,-2.5%,13%,-14%,0.5%,-1.1%,

# A draw from above in order of length of the SMILES, highest first:
SMILES,GPR55 activation,NS5 inhibitors,GPR35 antagonists,KOR beta-arrestin-1,KOR beta-arrestin-2,GPR55 antagonists,NOD1 NF-kB reporter,West Nile virus CPE,HIV fusion peptide,others
Cn1c2c(c(=O)n(C)c1=O)C(c1ccc(F)cc1)C(C#N)=C(N)O2 (stereo unspecified),0.6%,.,17%,-21%,1.1%,-1%,-41%,-0.1%,2.2%,
Cc1ccccc1NC(=O)c1cccc(NC(=O)c2ccco2)c1,-0.1%,.,18%,-28%[20 µM],0.7%,6%,-14%,-0.8%,-0.1%,
CCOC(=O)C1(CCCCCCOc2ccc(Cl)cc2)CO1 (stereo unspecified),-0.5%,.,-3%,13%,-3.6%,-19%,5%,-0.1%,-0.5%,
Cc1cccc(C(C)C)c1NC(=O)c1cccnc1,0.0%,-5%,-5%,7%,-2.5%,13%,-14%,0.5%,-1.1%,

# Remaining list, next part.
SMILES,GPR55 activation,NS5 inhibitors,GPR35 antagonists,KOR beta-arrestin-1,KOR beta-arrestin-2,GPR55 antagonists,NOD1 NF-kB reporter,West Nile virus CPE,HIV fusion peptide,others
Cn1ccnc1C(=O)c1ccccc1Cl,-0.1%,-2%,-11%,-2%,1.0%,-3%,-6%,0.2%,-1.2%,
S=c1nc(C2COc3ccccc3O2)[nH][nH]1 (stereo unspecified),0.0%,0%,2%,29%[20 µM],0.3%,-3%,-27%,0.0%,8.7%,
CC(C)(C)NC(=O)CSc1nnc(NC(=O)c2ccccc2Cl)s1,-0.3%,-2%,-8%,0%,-4.2%,-21%,-54%,0.1%,-1.1%,
O=C(CSc1ncnc2c1oc1ccccc12)Nc1cccc(Cl)c1,-0.3%,-5%,-11%,10%,-9.9%,-13%,-20%,-0.4%,1.6%,NS5 inhibitors pilot replicate=-5.8
CN1CCN(CC(O)COC(c2ccc(Cl)cc2)c2ccc(Cl)cc2)CC1 (stereo unspecified),0.2%,-2%,7%,-7%,-1.5%,14%,-5%,2.2%,0.8%,
C=CCc1cc(C=O)cc(OCC)c1O,-0.1%,.,2%,11%[20 µM],.,-10%,-24%,0.4%,-1.0%,
CC1CCCC(C(=O)OCc2ccccc2)N1 (stereo unspecified),0.4%,2%,12%,-82%,3.6%,-5%,-31%,0.4%,1.1%,
c1ccc(Cc2nc3ccccc3[nH]2)cc1,0.3%,-1%,-2%,-32%[20 µM],-2.9%,-10%,18%,-0.8%,0.3%,
